CHO parental Ca: ATP-evoked calcium signal inhibitors, parental CHO, primary screen, counter-screen for OX1R antagonist project, cell-based, fluorescence, Fluo-8 calcium dye | parental CHO-K1, ATP-induced calcium, Fluo-8 fluorescence | inhibition, % at 5.6 µM | 330,000 compounds, 0.63% hits | AID 463079, 2010;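 active means inhibition above that plate's mean sample inhibition plus 3 SD, cut at about 26% in these data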;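 further: 0% = ATP-challenged DMSO wells and 100% = DMSO wells without ATP; some compounds past the cut are filed as inactive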
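Material: Parental CHO cells | Reagent: ATP | Compound dosing: Single nominal dose of 5.6 µM per compound | Detection: Intracellular calcium via Fluo-8 no-wash fluorescent dye | Read-out: % inhibition of ATP-induced calcium mobilization | Benchmarks: Low control ATP plus DMSO, high control DMSO only | Replicates: Singlicate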
OXTR potentiator: human OXTR potentiators, primary screen, fluorescence, CHO-OTR cells, Fluo-8 calcium; activation, % at 3 µM; Oxytocin receptor (Homo sapiens), P30559; Fluo-8 calcium fluorescence, potentiator mode; 0% = oxytocin EC15, 100% = EC100; 320,000 compounds, 0.061% hits;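 active means activation above that plate's cutoff, the mean activation of tested compounds plus 3 SD, cut at about 6.6% in these data, passing the limit was not always enough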;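 further: 100% uses oxytocin at 75 nM as the full agonist control; some results filed as inactive read as strong as hits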
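Material: CHO-OTR cells, human receptor; compound dosing: single dose, 3.0 µM nominal final compound concentration; schedule: 6 min compound pre-incubation at room temperature, 100 s kinetic read; measured by: kinetic Fluo-8 calcium fluorescence; read-out basis: % activation vs EC15 and EC100 oxytocin; controls: EC15 oxytocin alone as 0%, 75 nM oxytocin as 100%; replicates: singlicate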
CHO-K1 Ca antag: counter-screen for M1 antagonists: effect in parental CHO-K1 cells. 360,000 compounds, 0.6% hits. inhibition, % at 3 µM. AID 602250. ATP-induced calcium, Fluo-8 fluorescence;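 active means inhibition above a per-plate cutoff, the plate's mean sample inhibition plus 3 SD, cut at about 24% in these data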;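 further: 0% = DMSO plus EC80 ATP and 100% = DMSO alone without ATP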
V1aR counter: agonists of human V1a receptor, primary screen, counter-screen for OXTR agonist project, fluorescence, CHO-V1R cells | activation, % at 3 µM | 320,000 compounds, 0.25% hits | AID 2797, 2010 | Fluo-8 calcium fluorescence, agonist mode; 0% DMSO, 100% 3 nM vasopressin | Vasopressin V1a receptor (Homo sapiens), P37288;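 active means activation above the mean activation of all tested compounds plus 3 SD, per screening run, cut at about 20% in these data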;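 further: signal is peak over basal fluorescence ratio across a 100 second FLIPR read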
TAAR1 ag: human TAAR1 agonists, primary screen, Fluo-8 calcium fluorescence, CHO RD-HGA16 cells | Trace amine-associated receptor 1 (Homo sapiens), Q96RJ0 | vehicle wells 0%, saturating PEA agonist 100% | activation, % at 3 µM | 360,000 compounds, 0.99% hits | AID 624467, 2012;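 active means activation above the mean activation of all test compounds in the run plus 3 SD, cut at about 38% in these data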
Target sequence (Q96RJ0 whole entry, looked up): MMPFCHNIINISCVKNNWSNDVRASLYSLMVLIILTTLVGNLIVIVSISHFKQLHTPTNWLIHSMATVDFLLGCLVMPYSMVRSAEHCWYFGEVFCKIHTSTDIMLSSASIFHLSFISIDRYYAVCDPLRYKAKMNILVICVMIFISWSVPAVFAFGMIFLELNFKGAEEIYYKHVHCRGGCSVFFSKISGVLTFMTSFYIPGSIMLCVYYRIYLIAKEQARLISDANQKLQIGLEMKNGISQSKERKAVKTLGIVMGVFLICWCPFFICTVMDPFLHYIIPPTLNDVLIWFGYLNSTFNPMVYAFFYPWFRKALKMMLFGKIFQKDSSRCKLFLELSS
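Signal – calcium-sensitive Fluo-8 signal, excitation 470-495, emission 515-575 nm · System – RD-HGA16 (CHO) cells co-expressing Gα16 and hTAAR1 · Incubation – 17-24 h seeding, 75 min 37 °C dye, 30 min RT · Compound dosing – 3 µM single concentration · Repeats – no replicates (n 1)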
TAAR1 antagonist: human TAAR1 antagonists, primary screen, Fluo-8 calcium fluorescence, CHO RD-HGA16 cells. 360,000 compounds, 1.5% hits. antagonist. Trace amine-associated receptor 1 (Homo sapiens), Q96RJ0. inhibition, % at 3 µM;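 active means inhibition above a per-plate cutoff, the mean inhibition of test compounds on that plate plus 3 SD, cut at about 49% in these data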;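 further: 0% = DMSO plus EC80 beta-PEA response and 100% = DMSO alone without agonist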
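Material: CHO RD-HGA16 cells bearing hTAAR1; compound dosing: one-point dosing, 3 µM nominal final; schedule: dye loading 75 min at 37 °C, then 30 min room temperature; measured by: calcium fluorescence with Fluo-8; control set: vehicle and agonist controls; replication: n of 1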
M1 ag: human M1 muscarinic receptor agonists, primary screen, Fluo-8 calcium fluorescence, CHO-K1 cells, HTS; Muscarinic acetylcholine receptor M1 (Homo sapiens), P11229; CHO-K1 hM1, agonist mode; 0% DMSO, 100% acetylcholine EC100; activation, % at 3 µM; 360,000 compounds, 0.33% hits;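 active means activation above the run's mean compound activation plus 3 SD, cut at about 16% in these data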;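 further: peak over basal fluorescence ratio within a 140 s kinetic read after compound addition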
Target sequence (P11229 whole entry, looked up): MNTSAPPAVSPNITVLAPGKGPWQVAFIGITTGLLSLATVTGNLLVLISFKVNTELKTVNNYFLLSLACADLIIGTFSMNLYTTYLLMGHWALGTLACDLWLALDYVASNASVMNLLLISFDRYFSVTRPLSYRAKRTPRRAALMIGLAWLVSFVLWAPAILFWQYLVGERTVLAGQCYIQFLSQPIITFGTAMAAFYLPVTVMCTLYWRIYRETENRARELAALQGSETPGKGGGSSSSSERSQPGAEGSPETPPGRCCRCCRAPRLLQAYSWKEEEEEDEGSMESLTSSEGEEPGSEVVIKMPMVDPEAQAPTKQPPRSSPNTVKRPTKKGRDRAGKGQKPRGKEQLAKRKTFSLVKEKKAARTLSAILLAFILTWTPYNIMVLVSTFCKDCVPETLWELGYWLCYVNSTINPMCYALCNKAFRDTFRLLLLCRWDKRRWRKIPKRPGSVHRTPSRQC
CHO-K1 Ca ag: counter-screen for M1 agonists: effect in parental CHO-K1 cells. activation, % at 3 µM. Fluo-8 calcium fluorescence; scaled to maximal ATP response, vehicle zero. AID 602248, 2012. 360,000 compounds, 0.48% hits; in the data active means activation above about 15%;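 further: untransfected CHO-K1 host cells lacking M1 receptor as counterscreen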
CHO-K1 Ca PAM: nonselective calcium activators in parental CHO-K1 cells, primary screen, counter-screen for M1 PAM project, cell-based, Fluo-8 calcium fluorescence, full deck, 1536-well | ATP EC20; 0% at ATP EC20, 100% at ATP max | activation, % at 3 µM | 360,000 compounds, 0.02% hits;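 active means activation above the run cutoff, the mean activation of all test compounds plus 3 SD, cut at about 40% in these data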;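 further: peak over basal fluorescence ratio in a 140 s read after ATP addition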
* marks the source's active call; other numbers are inactive results; x = not tested or not shown.

Order of results: CHO parental Ca	OXTR potentiator	CHO-K1 Ca antag	V1aR counter	TAAR1 ag	TAAR1 antagonist	M1 ag	CHO-K1 Ca ag	CHO-K1 Ca PAM
C[C@H]1CN([C@@H](C)CO)C(=O)c2cc(NC(=O)C3CCCCC3)ccc2O[C@H]1CN(C)S(=O)(=O)c1ccccc1
    -21	-5	-16	0.0	5	5	-13	0.1	15
COc1ccccc1N1CCN(S(=O)(=O)c2cc3[nH]c(=O)c(=O)[nH]c3cc2C)CC1
    -12	-12	-16	-0.4	8	-16	-4	1.1	19
O=C(NCc1ccccc1)C(c1ccco1)N(C(=O)c1ccccn1)c1ccccc1 (configuration not stated)
    -17	-3	-3	-1.1	-1	-10	-3	1.6	0
Cc1ccc(C2(CCN)CCOC(C(C)C)C2)cc1 (configuration not stated)
    -19	-7	-10	0.6	7	-3	-8	0.5	19
O=C(O)c1ccc(CNCc2cccc(Cl)c2)cc1
    -18	4	10	0.8	14	-18	-6	0.7	1
CC1CC(C)CN(S(=O)(=O)N2CCCC(C(=O)NCCCN3CCCCC3C)C2)C1 (configuration not stated)
    -7	0	1	0.0	0	-15	-6	-0.2	4
Cc1ccc(S(=O)(=O)N2CCN(C3CC(=O)N(Cc4ccccc4)C3=O)CC2)cc1C (configuration not stated)
    -22	-1	-16	0.9	6	-17	-7	-0.7	-6
Nc1ccc(Nc2ccc([N+](=O)[O-])cc2[N+](=O)[O-])cc1
    0	-2	-6	1.2	0	16	-9	0.1	-4
COc1cccc2cc(C(=O)Nc3ccc(F)cc3)c(=Nc3ccc(C(=O)O)cc3)oc12
    10	-7	-11	0.8	0	7	-1	0.1	9
OC1(C(F)(F)F)CC(c2ccc3ccccc3c2)=NO1 (configuration not stated)
    -4	1	-13	1.1	1	-3	-2	3.8	11

Random excerpt: 4 records from the list.
Order of results: CHO parental Ca	OXTR potentiator	CHO-K1 Ca antag	V1aR counter	TAAR1 ag	TAAR1 antagonist	M1 ag	CHO-K1 Ca ag	CHO-K1 Ca PAM
CC1CC(C)CN(S(=O)(=O)N2CCCC(C(=O)NCCCN3CCCCC3C)C2)C1 (configuration not stated)
    -7	0	1	0.0	0	-15	-6	-0.2	4
COc1cccc2cc(C(=O)Nc3ccc(F)cc3)c(=Nc3ccc(C(=O)O)cc3)oc12
    10	-7	-11	0.8	0	7	-1	0.1	9
O=C(O)c1ccc(CNCc2cccc(Cl)c2)cc1
    -18	4	10	0.8	14	-18	-6	0.7	1
COc1ccccc1N1CCN(S(=O)(=O)c2cc3[nH]c(=O)c(=O)[nH]c3cc2C)CC1
    -12	-12	-16	-0.4	8	-16	-4	1.1	19

Limited to M1 ag, CHO-K1 Ca antag and TAAR1 antagonist, for some of the entries so far:
canonical_smiles | M1 ag | CHO-K1 Ca antag | TAAR1 antagonist
Cc1ccc(S(=O)(=O)N2CCN(C3CC(=O)N(Cc4ccccc4)C3=O)CC2)cc1C (configuration not stated) | -7 | -16 | -17
Nc1ccc(Nc2ccc([N+](=O)[O-])cc2[N+](=O)[O-])cc1 | -9 | -6 | 16
COc1cccc2cc(C(=O)Nc3ccc(F)cc3)c(=Nc3ccc(C(=O)O)cc3)oc12 | -1 | -11 | 7

Continuation:
Order of results: CHO parental Ca	OXTR potentiator	CHO-K1 Ca antag	V1aR counter	TAAR1 ag	TAAR1 antagonist	M1 ag	CHO-K1 Ca ag	CHO-K1 Ca PAM
O=S(=O)(NCCS(=O)(=O)N1CCN(c2ccccc2)CC1)c1ccc(F)cc1
    -4	-6	16	5.4	3	-4	3	2.1	-22
CCOC(=O)CSc1nc2c(sc3ccccc32)c(=O)n1CCCN1CCOCC1
    -24	-9	-11	0.2	4	19	-3	1.8	11
O=C(N/C(=C\c1cccnc1)C(=O)N1CCC(O)CC1)c1ccccc1
    7	-6	11	0.1	2	-8	-2	0.2	0
CCOC(=O)c1c(C)n(C)c2ccc(OC)c(NC(=O)CN3CCN(Cc4ccccc4)CC3)c12
    -25	-16	0	0.2	14	4	-6	0.5	-2
O=C1NC[C@H](CCCCN2C[C@H](Cc3ccccc3)N(CC3CCCCC3)C(=O)C2=O)N(CCc2ccc(O)cc2)C1=O
    x	x	-21	x	0	15	x	1.0	26
CCOc1ccc(CCNC(=O)c2cccs2)cc1OCC
    -9	-6	-10	1.3	2	-2	-1	2.8	18
CC(=O)N/C(=N/c1nc(C)cc(C)n1)Nc1ccc(C)cc1Cl
    x	x	-14	x	5	-11	-6	2.0	14
O=C(/C=C/c1ccccc1)N/C(=C/c1ccccc1)C(=O)NCCO
    7	-15	2	0.4	7	-11	-3	0.4	1
CCN(CC)S(=O)(=O)c1cc(C(=O)OC)ccc1Cl
    -10	2	-2	-0.4	-1	2	-5	-0.4	-6
COc1cccc(NC(=O)CN(C)C(=O)c2ccccc2CCc2ccccc2)c1
    -12	-12	-10	0.4	4	36	-1	2.6	-19
COc1cc(CCC(=O)NCc2ccc3c(c2)OCO3)cc(OC)c1OC
    -12	-4	-5	0.2	-1	4	-2	0.9	-6
CC(=O)c1ccc(OC(C)C(=O)NC2CCCCC2C)cc1 (configuration not stated)
    1	-2	-3	-0.7	0	1	-3	-0.4	-7
COC(=O)c1[nH]c2cccc(C)c2c1NC(=O)CN1CCN(c2ccccc2OC)CC1
    -17	-17	-1	3.6	11	1	0	3.2	9
Cc1cc(C)cc(NC(=O)CSc2nc(CSc3ccc(Cl)cc3)cc(=O)[nH]2)c1
    -5	3	-1	1.0	0	-11	-1	0.8	3
CC(C)CC(=O)Nc1ccc2c(c1)nc(CCN1CCCCC1)n2C
    -4	-3	-6	0.5	1	0	-11	1.6	12
COc1ccc(CNC(=O)Nc2cccc(C)c2)cc1
    -9	-5	-3	-0.1	8	4	-4	-0.1	8
COc1cc(C(=O)NCC(=O)NCCCSc2ccccc2)cc(OC)c1OC
    -14	-1	-7	-0.5	-1	-7	-1	0.4	-16
CCC(OC(=O)c1cc2sccc2n1C)C(=O)NCC1CCCO1 (configuration not stated)
    -32	-12	5	-0.3	1	-6	-3	1.0	4
CN(C)CCN1CCN(C2CN(Cc3cn(Cc4ccccc4)nn3)S(=O)(=O)C2)CC1 (configuration not stated)
    x	x	-25	x	0	-4	x	0.4	-1
C=CCSc1nc(Oc2ccccc2)c2sccc2n1
    -24	-17	2	-0.9	5	-2	-4	-0.1	9
O=C(O)CSCNC(=O)CC12CC3CC(CC(C3)C1)C2
    -3	-11	20	-0.1	0	-5	-1	-0.4	-7
CCOC(=O)Cn1c(=O)oc2cc(S(=O)(=O)N3CCCC(C(=O)OCC)C3)ccc21 (configuration not stated)
    6	-6	3	2.3	0	12	-1	0.5	4
O=C(Cn1nc(Cl)nc1Cl)c1ccc([N+](=O)[O-])cc1
    2	-15	-8	0.8	0	-4	-4	1.9	12
c1ccc2[nH]c(-c3ccc4c(c3)OCO4)nc2c1
    -7	-13	-3	-0.7	8	-7	-2	0.3	8
O=C(NCC1CCCN(C(=O)CN2CCCCC2)C1)c1ccccc1Cl (configuration not stated)
    4	11	-7	0.1	2	-24	-6	1.5	16
Cc1cc(C)c(C#N)c(SCC(=O)Nc2ccc(S(=O)(=O)Nc3ncccn3)cc2)n1
    -2	0	-5	1.3	1	-17	-2	0.5	-8
CCOc1cc([C@H]2[C@@H]3CCCC[C@]3(O)CCN2CC(=O)NCc2ccco2)ccc1O
    -12	-2	-13	-0.1	9	3	-5	1.0	21
Cc1ccc(C(=O)N2c3ccc(F)cc3CCC2C)o1 (configuration not stated)
    0	-6	-11	-1.7	8	-5	-4	0.0	14
O=S(=O)(c1ccccc1)c1nc(-c2ccccc2F)oc1NCc1cccnc1
    -19	-3	-14	0.8	1	-22	0	0.7	-4
O=C(CN(c1ccc2c(c1)OCCO2)S(=O)(=O)c1ccccc1)NCC1CCCO1 (configuration not stated)
    -8	-10	1	-0.9	7	11	-3	1.1	13
CC1CN(CC(O)COc2ccc(C(=O)c3ccccc3)cc2)CC(C)O1 (configuration not stated)
    -15	-9	7	11	11	-19	-3	1.1	-1
COc1cc(/C=C/C(=O)O)cc(S(=O)(=O)Nc2ccc(F)cc2)c1OC
    -8	-11	0	1.0	1	-10	-4	-0.8	-2
COc1ccc(/C(C)=N/Nc2ccc(C(=O)O)cc2)c(OC)c1
    0	-6	-6	0.8	4	-1	-5	0.3	18
O=C(OCCOCCN=C1NS(=O)(=O)c2ccccc21)c1ccccc1Br
    -1	-3	-11	2.8	4	0	-1	3.8	8
O=C(COc1ccc(Cl)cc1)NCc1nnc(SCC(=O)NC2CCCCC2)o1
    -17	0	3	0.1	1	-3	-4	0.0	5
